HTRA1 inhibitor: HTRA1 (human) protease inhibition | Q92743 | recombinant HTRA1, FP-rhodamine activity-based probe, fluorescence polarization | inhibition, % at 5.96 µM | 340,000 compounds, 0.5% hits | AID 504803; in the data active = inhibition above about 36%;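 also: 0% = enzyme with DMSO and 100% = wells lacking enzyme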
GC-B act: GC-B (human) receptor activation. activation, % at 10 µM. P20594. HEK293-GC-B cells, CNP EC30, cGMP TR-FRET; 0% at EC30 CNP, 100% saturating CNP. AID 1920062. 370,000 compounds, 0.11% hits;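 active = activation at 10 µM reaching about 35% in either raw or pattern-adjusted values, limit read from the data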
MBD2 DNA inh: inhibitors of human MBD2 binding to methylated oligonucleotide | 370,000 compounds, 0.31% hits | Q9UBB5 | inhibition, % at 4.4 µM | TR-FRET; in the data active = inhibition above about 13%
rCAG RNA binder: molecules binding r(CAG) RNA repeats | r(CAG) RNA repeat, TO-PRO-1 dye displacement fluorescence | inhibition, % at 3 µM | 370,000 compounds, 1.3% hits;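 active = inhibition above the plate cutoff, the mean of all test compounds on that plate plus 3 SD, cut at about 35% in these data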;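 also: 0% = DMSO alone and 100% = 100 µM mitoxantrone as full dye displacement; higher means more dye released from RNA so lower well fluorescence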
ABHD4 inh: ABHD4 (mouse) inhibition, primary FP screen; Q8VD66; purified mABHD4, FP-Rh probe fluorescence polarization; inhibition, % at 8.92 µM; 370,000 compounds, 0.54% hits; AID 720543;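 active = inhibition exceeding the mean over every tested compound plus 3 SD, cut at about 30% in these data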;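 also: 0% = plate median of compound wells and 100% = S159A mutant with DMSO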
Target sequence (Q8VD66 whole entry, looked up): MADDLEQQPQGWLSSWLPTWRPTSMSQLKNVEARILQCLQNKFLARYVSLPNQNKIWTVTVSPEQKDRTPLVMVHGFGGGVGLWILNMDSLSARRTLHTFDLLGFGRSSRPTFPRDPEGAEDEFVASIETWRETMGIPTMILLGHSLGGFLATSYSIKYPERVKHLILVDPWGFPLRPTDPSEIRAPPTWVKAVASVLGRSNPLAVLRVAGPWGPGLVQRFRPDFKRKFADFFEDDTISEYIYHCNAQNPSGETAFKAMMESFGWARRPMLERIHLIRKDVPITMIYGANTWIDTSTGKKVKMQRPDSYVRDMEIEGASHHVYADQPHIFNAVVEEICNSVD
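Test system: mABHD4 protein | Buffer or medium: HEPES pH 7.0 buffer, 150 mM NaCl, 0.01% Pluronic F-127 | Probe or stimulus: FP-Rh fluorescent activity-based probe, added after compound pre-incubation | Timing: Pre-incubation 45 min, probe exposure 60 min, at 25 °C | Technique: Fluorescence polarization, excitation 525 nm, emission 598 nm, BODIPY TMR filters | Repeats: Single well per compound (singlicate)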
GC-A act: GC-A (human) enzyme activation; HEK293 GC-A cells, cGMP TR-FRET, EC30 ANP; 0% at EC30 ANP, 100% saturating ANP; activation, % at 10 µM; 370,000 compounds, 0.14% hits; in the data active = activation above about 40%
UHRF1 MBD2 ctr: blocks human UHRF1 binding to methylated DNA. Q96T88. 370,000 compounds, 0.75% hits. UHRF1 binding to methylated oligo, TR-FRET. inhibition, % at 4.4 µM; in the data active = inhibition above about 21%;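 also: UHRF1 SRA domain binding a hemimethylated CpG hairpin DNA probe; 0% = median of test compound wells and 100% = reference inhibitor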
PRMT1 inh: blocks human protein arginine methyltransferase 1 | Q99873 | recombinant PRMT1, activity-based probe fluorescence polarization | inhibition, % at 2.79 µM | 370,000 compounds, 1.3% hits | AID 652257;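 active = inhibition above about 21% made by adding two undisclosed values, limit read from the data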
SIAE inh: inhibitors of human sialic acid acetylesterase SIAE | SIAE FP-Rh probe binding, fluorescence polarization | inhibition, % at 9.66 µM | AID 1053197 | 370,000 compounds, 0.69% hits;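 active = inhibition above a cutoff: mean of compounds within the control limits plus 3 SD of those, cut at about 17% in these data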;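 also: 0% = plate median of compound wells and 100% = probe without SIAE protein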
Target sequence (Q9HAT2 whole entry, looked up): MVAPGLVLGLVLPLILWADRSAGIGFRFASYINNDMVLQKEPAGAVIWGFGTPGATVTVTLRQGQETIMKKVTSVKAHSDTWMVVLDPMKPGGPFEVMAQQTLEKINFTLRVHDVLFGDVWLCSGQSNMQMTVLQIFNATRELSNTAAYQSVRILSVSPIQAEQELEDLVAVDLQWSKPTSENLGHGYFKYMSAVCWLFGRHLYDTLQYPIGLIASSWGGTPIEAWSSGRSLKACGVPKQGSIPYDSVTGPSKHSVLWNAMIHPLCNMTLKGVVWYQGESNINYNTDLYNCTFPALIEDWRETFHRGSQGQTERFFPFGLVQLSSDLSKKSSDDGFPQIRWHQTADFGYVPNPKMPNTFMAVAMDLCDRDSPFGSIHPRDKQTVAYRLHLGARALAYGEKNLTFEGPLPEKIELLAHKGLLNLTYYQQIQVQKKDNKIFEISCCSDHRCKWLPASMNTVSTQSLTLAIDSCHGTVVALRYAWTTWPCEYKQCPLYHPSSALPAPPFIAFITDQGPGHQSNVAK
TCR CD3 inh: inhibitors of human TCR-CD3 interaction | inhibition, % at 9.4 µM | 360,000 compounds, 0.37% hits | TAMRA-labeled TCR probe fluorescence, biochemical; in the data active = inhibition above about 19%;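 also: recombinant mutant TCR 2C K166C tagged with TAMRA read by polarization; 0% = receptor in buffer alone and 100% = receptor with positive control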
Active calls of the source: *; nt = not tested or not shown; & = joins results of further samples; ! = not confirmed by another sample. Not all compounds are listed; rates above refer to the full screens.

Below each compound: HTRA1 inhibitor	GC-B act	MBD2 DNA inh	rCAG RNA binder	ABHD4 inh	GC-A act	UHRF1 MBD2 ctr	PRMT1 inh	SIAE inh	TCR CD3 inh
1) C[C@@H]1C[C@H]2[C@@H]3CCC4=CC(=O)C=C[C@]4(C)[C@@]3(Cl)[C@@H](O)C[C@]2(C)[C@@]1(OC(=O)c1ccco1)C(=O)CCl
→ -20	0	-3	6	2	-5	1	4	-31	2
2) N=c1nc(N2CCCCC2)cc(N)n1O
→ 3&5	1&-2	-4&-2	4&3	-2&4	3&-1	-3&-1	20&2	3&2	-6&8
3) CN(C)S(=O)(=O)n1cc(/C=C(\NC(=O)c2ccccc2)C(=O)NCCCn2ccnc2)c2ccccc21
→ -1	1	-3	3	-5	1	-1	1	4	6
4) O=C1NC(=O)C2(CCOc3ccc(F)cc32)N1 (stereo not drawn)
→ nt	-1	4	1	-3	3	1	4	-8	3
5) CCCC1(c2ccccc2)NC(=O)N(CC(=O)N(C)Cc2c(F)cccc2Cl)C1=O (stereo not drawn)
→ -5	5	3	7	3	0	7	0	8	2
6) O=C1c2c(O)ccc(O)c2C(=O)c2c(NCCNCCO)ccc(NCCNCCO)c21
→ 72*	-40&-38	110*	54*!	33*!	-28&-43	96*	4&2	11&11	-7&4
7) O=C(O)Cc1sc(-c2ccccc2)nc1-c1ccc(Cl)cc1
→ -10	-3	7	19	-5	2	17	2	-2	-2
8) CC(C)(C)NCC(O)COc1cccc2c1CC(O)C(O)C2 (stereo not drawn)
→ -1	-6	2	-1	-11	4	7	5	-6	-4
9) CC[C@]12CCCN3CCc4c(n(c5ccccc45)[C@](O)(C(=O)OC)C1)[C@@H]32
→ -2	5	-1	2	-4	1	0	-1	0	8
10) CCCOc1ccc(C(=O)OCCN(CC)CC)cc1N
→ 0	0	1	-2	-1	1	1	1	-4	1
11) Cc1scc2c1N(C(=O)CN1CCN(C)CC1)c1ccccc1NC2=O
→ 2	1	0	3	-10	5	1	-4	-8	3
12) Cc1c(C)n(Cc2ccccc2)c2ccc(C(=O)OCCN(C)C)cc12
→ -5	0	3	-2	6	-5	3	1	6	9
13) Cc1cc(=O)oc2cc(O)ccc12
→ -3	-3	0	-3	-3	2	0	-5	5	-2
14) O=C(O)Cc1cn(-c2ccccc2)nc1-c1ccc(Cl)cc1
→ -6	-5	2	10	-2	-1	-2	-3	0	4
15) CCc1cccc(CC)c1NC(=O)CN(CC(=O)O)CC(=O)O
→ -2	0	-3	0	5	1	-2	4	-3	-4
16) CCCCOc1cc(C(=O)OCCN(CC)CC)ccc1N
→ 6&7	2&-3	3&2	-4&-3	1&1	1&1	-1&1	2&-3	5&5	-1&0
17) CCCC(=O)O[C@]1(C(=O)COC(C)=O)CC[C@H]2[C@@H]3C[C@H](F)C4=CC(=O)C=C[C@]4(C)[C@@]3(F)[C@@H](O)C[C@@]21C
→ -2	-4	1	1	-5	-7	-1	-3	-7	2
18) Cn1ccc2cc3c(cc21)CCN3C(=O)Nc1cccnc1
→ 17	-10	-6	18	9	-5	-6	5	13	10
19) O=C(c1ccccn1)N(Cc1cccs1)C1(C(=O)NC2CCCCC2)CCCCC1
→ 1	-10	0	-6	-1	-11	0	-9	-3	2
20) C/C(=N\NC(=S)NCc1ccccc1)C1CCCCC1
→ -12	-2	-4	0	-7	2	-2	-1	16	4

Three compounds out of the list, arranged by number of heavy atoms, ascending:
Below each compound: HTRA1 inhibitor	GC-B act	MBD2 DNA inh	rCAG RNA binder	ABHD4 inh	GC-A act	UHRF1 MBD2 ctr	PRMT1 inh	SIAE inh	TCR CD3 inh
2) N=c1nc(N2CCCCC2)cc(N)n1O
→ 3&5	1&-2	-4&-2	4&3	-2&4	3&-1	-3&-1	20&2	3&2	-6&8
18) Cn1ccc2cc3c(cc21)CCN3C(=O)Nc1cccnc1
→ 17	-10	-6	18	9	-5	-6	5	13	10
9) CC[C@]12CCCN3CCc4c(n(c5ccccc45)[C@](O)(C(=O)OC)C1)[C@@H]32
→ -2	5	-1	2	-4	1	0	-1	0	8

Later entries:
Below each compound: HTRA1 inhibitor	GC-B act	MBD2 DNA inh	rCAG RNA binder	ABHD4 inh	GC-A act	UHRF1 MBD2 ctr	PRMT1 inh	SIAE inh	TCR CD3 inh
21) CCCCCCCCCCCCCCCC(O)C(N)CO (stereo not drawn)
→ 28	1	3	3	10	14	3	2	-10	4
22) CC[C@H](C(=O)Nc1ccccc1N1CCCC1)c1ccccc1
→ nt	-14	-4	2	-9	-4	4	-3	-1	nt
23) Nc1ncnc2c1c(-c1ccc(Oc3ccccc3)cc1)cn2C1CCCC1
→ -16	1	5	5	-24	2	3	4	3	-7
24) COc1cc(C=O)ccc1O
→ nt	7	4	1	3	1	1	4	8	3
25) CN(C)C/C=C(\c1ccc(Br)cc1)c1cccnc1
→ -2	-9	2	-1	-3	-11	3	2	-3	4
26) O=[N+]([O-])c1cncn1CCN1CCOCC1
→ 3	3	6	3	0	2	0	3	-3	1
27) CCCC(=O)O[C@]1(C(=O)CCl)[C@@H](C)C[C@H]2[C@@H]3CCC4=CC(=O)C=C[C@]4(C)[C@@]3(F)C(=O)C[C@@]21C
→ -11	1	-3	2	2	0	-2	-3	-2	2
28) COc1ccc(C(=O)c2ccccc2)c(O)c1
→ -2	-1	-3	-1	0	4	0	3	-2	3
29) CC(Cc1cccc(C(F)(F)F)c1)NCCOC(=O)c1ccccc1 (stereo not drawn)
→ 0&-4	-4&1	5&0	-2&-4	6&4	0&-3	8&-3	5&-5	-2&2	1&5
30) CC(=O)OCC(=O)[C@@]1(O)CC[C@H]2[C@@H]3CCC4=CC(=O)C=C[C@]4(C)[C@@]3(F)[C@@H](O)C[C@@]21C
→ -1	-3	7	-1	-7	5	1	2	2	-9
31) CCC(C(=O)Nc1ccccc1N1CCCC1)c1ccccc1 (stereo not drawn)
→ -39	-7	-1	-6	-5	-2	-1	3	3	3
32) CN[C@@H]1[C@H](O)[C@H](NC)[C@H]2O[C@@]3(O)C(=O)C[C@@H](C)O[C@H]3O[C@@H]2[C@H]1O
→ 1	4	-3	-1	0	5	-1	-1	12	-3
33) COC(=O)N/N=C/c1c[n+]([O-])c2ccccc2[n+]1[O-]
→ 0	-2	-2	1	6	2	1	8	0	-6
34) Cc1nc2c3ccccc3nc(NNC(=O)CCC(=O)N3CCN(c4ccccc4F)CC3)n2n1
→ 0	-1	1	-3	-4	-3	2	-6	2	4
35) CC1(C)O[C@@H]2C[C@H]3[C@@H]4C[C@H](F)C5=CC(=O)C=C[C@]5(C)[C@@]4(F)[C@@H](O)C[C@]3(C)[C@]2(C(=O)CO)O1
→ 1	-5	-5	5	-6	4	-1	-5	-1	3
36) C=C[C@H]1CN2CC[C@H]1C[C@H]2[C@H](O)c1ccnc2ccc(OC)cc12
→ 1&7	-2&-4	1&-6	2&3	4&-4	-3&-3	-3&-2	-2&-1	-5&-2	0&11
37) CCN(CCCCOC(=O)c1ccc(OC)c(OC)c1)C(C)Cc1ccc(OC)cc1 (stereo not drawn)
→ 9	-13	1	0	3	-17	1	0	6	0
38) C[C@H](O)CC(=O)O
→ -1&1	5&2	-6&0	3&2	0&-1	3&1	-1&-1	-9&-1	10&-7	-4&11
39) CC(C)(C)NCC(O)COc1cccc2c1C[C@H](O)[C@H](O)C2 (stereo partly drawn)
→ 3	9	2	0	-21	3	6	3	0	-4
40) CC1O[C@@H](OCC2O[C@@H](Oc3cc(O)c4c(c3)OC(c3ccc(O)cc3)CC4=O)[C@H](O)[C@@H](O)[C@@H]2O)[C@H](O)[C@H](O)[C@H]1O (stereo partly drawn)
→ -4	-7	0	1	4	1	2	2	-1	7
41) CCCCN(CCCC)CCCOC(=O)c1ccc(N)cc1
→ 1	2	-6	2	7	-4	1	-2	0	8
42) CC(C)NNC(=O)c1ccncc1
→ 6	0	6	0	-1	2	-1	-4	0	6
43) COc1cc(N)c(Cl)cc1C(=O)N[C@H]1CCN(CCCOc2ccc(F)cc2)C[C@H]1OC
→ -3	-9	-2	1	-7	-6	1	-7	0	-1
44) Nc1c2ccccc2nc2ccccc12
→ 4	-3&-6	26*	7&4	8&7	11&1	15&18	-1&4	1&7	2&5

Entries of single compounds, looked up by structure. Values in the order: HTRA1 inhibitor, GC-B act, MBD2 DNA inh, rCAG RNA binder, ABHD4 inh, GC-A act, UHRF1 MBD2 ctr, PRMT1 inh, SIAE inh, TCR CD3 inh
Nc1c2ccccc2nc2ccccc12 across the screens: 4, -3&-6, 26*, 7&4, 8&7, 11&1, 15&18, -1&4, 1&7, 2&5
CCCCN(CCCC)CCCOC(=O)c1ccc(N)cc1 across the screens: 1, 2, -6, 2, 7, -4, 1, -2, 0, 8
CC(C)NNC(=O)c1ccncc1 across the screens: 6, 0, 6, 0, -1, 2, -1, -4, 0, 6
COc1cc(N)c(Cl)cc1C(=O)N[C@H]1CCN(CCCOc2ccc(F)cc2)C[C@H]1OC across the screens: -3, -9, -2, 1, -7, -6, 1, -7, 0, -1

Screening data: PubChem, several laboratories
